# GRK2 inh: compounds blocking aptamer binding on GRK2 – biochemical, human GRK2, bead flow cytometry, HTS, primary screen; Beta-adrenergic receptor kinase 1 (Homo sapiens), P25098; FAM-aptamer displacement from GRK2; inhibition of aptamer binding, % at 10 µM; 330,000 tested, 0.59% active;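 active = inhibition of aptamer binding above 40%, roughly 3 SD of noise, on plates passing a quality check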;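 note: median bead fluorescence of bound FAM aptamer so fluorescent compounds give negative values; no value below 0 was filed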
# Target sequence (P25098 whole entry, looked up): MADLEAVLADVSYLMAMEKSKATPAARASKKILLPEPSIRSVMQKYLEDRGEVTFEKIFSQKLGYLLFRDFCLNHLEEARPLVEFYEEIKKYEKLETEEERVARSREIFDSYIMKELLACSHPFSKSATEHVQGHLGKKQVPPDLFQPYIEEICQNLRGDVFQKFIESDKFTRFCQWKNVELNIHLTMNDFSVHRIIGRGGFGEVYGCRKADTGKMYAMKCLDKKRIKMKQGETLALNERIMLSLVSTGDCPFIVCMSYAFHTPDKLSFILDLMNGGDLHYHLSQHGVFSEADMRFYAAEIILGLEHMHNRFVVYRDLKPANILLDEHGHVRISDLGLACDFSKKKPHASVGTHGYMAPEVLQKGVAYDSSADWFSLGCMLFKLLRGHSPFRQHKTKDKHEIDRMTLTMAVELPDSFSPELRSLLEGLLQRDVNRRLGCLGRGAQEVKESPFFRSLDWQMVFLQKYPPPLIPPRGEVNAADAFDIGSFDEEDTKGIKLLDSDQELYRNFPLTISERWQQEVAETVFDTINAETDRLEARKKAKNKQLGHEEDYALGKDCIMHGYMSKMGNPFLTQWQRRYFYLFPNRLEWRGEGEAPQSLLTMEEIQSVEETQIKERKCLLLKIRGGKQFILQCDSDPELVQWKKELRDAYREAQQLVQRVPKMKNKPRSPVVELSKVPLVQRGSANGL
# VLA-4 inh: inhibition in human VLA-4 binding assay, primary screen, VLA-4 allosteric modulator project, MLPCN library, flow cytometry, VLA-4 expressing cells. inhibition, % (about 7 µM as worked out from the volumes in the protocol). ligand binding flow cytometry. Integrin alpha-4 (Homo sapiens), P13612. 330,000 tested, 0.2% active. AID 2557, 2010; in the data active = inhibition above about 50%
# GASC-1 inh: inhibitors of GASC-1 histone demethylase, primary screen, biochemical, fluorescence, DELFIA europium; Lysine-specific demethylase 4C (Homo sapiens), Q9H3R0; GST-JMJD2C(1-420) H3K9me3 demethylation; inhibition, % at 2.35 µM; 330,000 tested, 0.069% active; AID 2099, 2009;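 active = more than half of a compound's replicate wells show inhibition beyond 50%, single wells judged on their own value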;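 note: signal counts dimethyl H3K9 product captured on neutravidin plate; 0% = median of DMSO wells and 100% = 0.3 times that DMSO median; strong numbers were not always called active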
# procasp3 activ: activators of human procaspase-3 D3A mutant, primary screen, biochemical, absorbance, PC-3 D3A mutant, single concentration | Caspase-3 (Homo sapiens), P42574 | recombinant procaspase-3 D3A, Ac-DEVD-pNA absorbance 405 nm | activation, % at 8.5 µM | 330,000 tested, 0.11% active | AID 463141, 2010;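 active = activation above the mean of all tested compounds plus 3 SD, cut at about 21% in these data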;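 note: 0% = DMSO alone and 100% = DMSO wells spiked with extra 5 µM PC-3 D3A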
#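 Compound: 8.5 µM single point, 0.8% DMSO / Material: Autoprocessing-dead procaspase-3 D3A mutant enzyme / Timing: 1 h preincubation plus 2 h reaction at 25 °C / Medium: Zinc-free HEPES/NaCl buffer with 0.01% Triton X-100 at pH 7.4 / Technique: 405 nm absorbance of p-nitroaniline, reads at 0 and 120 min / Repeats: one well per compound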
# PP1 counter: PP1-alpha phosphatase inhibitors, primary screen, counter-screen for PP5 inhibitor project, biochemical, fluorescence, OMFP substrate, single point. Serine/threonine-protein phosphatase PP1-alpha catalytic subunit (Homo sapiens), P62136. purified PP1alpha. inhibition, % at 6.7 µM. 320,000 tested, 0.9% active. AID 2235, 2010;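 active = inhibition above the mean inhibition of all tested compounds plus 3 SD, computed separately for each screening campaign, cut at about 15% in these data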
# PP5 inh: PP5 phosphatase inhibitors, primary screen, biochemical, fluorescence; Serine/threonine-protein phosphatase 5 (Homo sapiens), P53041; purified PP5c, OMFP substrate fluorescence; inhibition, % at 6.7 µM; AID 1987, 2009; 320,000 tested, 0.18% active;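 active = inhibition above the campaign's mean inhibition across all tested compounds plus 3 SD, cut at about 9.5% in these data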;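 note: 0% = DMSO only and 100% = 100 µM cantharidin control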
# proCasp7 act: procaspase-7 activators, primary screen, counter-screen for procaspase-3 activator project, biochemical, absorbance, HTS, human | Caspase-7 (Homo sapiens), P55210 | recombinant procaspase-7, Ac-DEVD-pNA absorbance 405 nm; D23A/D198A/D206A triple mutant, cannot self-cleave; scale: DMSO 0, 5 µM enzyme 100 | activation, % at 8.5 µM | 330,000 tested, 0.093% active | AID 463210, 2010;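 active = percent activation above the screen-wide mean plus 3 SD, cut at about 25% in these data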
# Target sequence (P55210 whole entry D23A/D198A/D206A): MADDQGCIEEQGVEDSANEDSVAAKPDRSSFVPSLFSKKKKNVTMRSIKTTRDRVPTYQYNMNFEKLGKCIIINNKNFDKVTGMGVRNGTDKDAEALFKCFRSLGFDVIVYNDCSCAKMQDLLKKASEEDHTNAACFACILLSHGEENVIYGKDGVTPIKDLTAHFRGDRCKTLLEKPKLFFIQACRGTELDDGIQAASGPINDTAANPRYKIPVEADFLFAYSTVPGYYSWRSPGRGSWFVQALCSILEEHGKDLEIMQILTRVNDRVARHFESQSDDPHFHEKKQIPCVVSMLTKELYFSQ
#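 signal = Epi-absorbance of released pNA at 405 nm, two timepoints | assay system = Uncleavable procaspase-7 mutant enzyme | reagent = Ac-DEVD-pNA substrate, 400 µM as added | times = 1 h enzyme–compound preincubation and 2 h substrate reaction, both 25 °C | benchmarks = low DMSO alone, high DMSO plus 5 µM PC-7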
# CTSL1 counter: Fasciola hepatica cathepsin L1 inhibitors, primary screen, counter-screen for PFM18AAP inhibitor project, biochemical, QFRET, fluorogenic peptide substrate; 300,000 tested, 0.49% active; inhibition, % at 5.96 µM; recombinant F. hepatica cathepsin L1, Z-Leu-Arg-MCA fluorescence;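 active = inhibition above the mean of all tested compounds plus 3 SD, set per screening campaign, cut at about 17% in these data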;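 note: 0% = plate median of test compound wells and 100% = 1 µM Z-Phe-Ala-diazomethylketone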
# core dimer inh: inhibitors of HCV core protein dimerization, primary screen, biochemical, TR-FRET, high-throughput; TR-FRET GST/Flag-core106 dimerization, 1536-well; inhibition, % at 5 µM; 300,000 tested, 0.33% active; AID 1899, 2009;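 active = inhibition above the mean of all tested compounds plus 3 SD, set per screening campaign, cut at about 45% in these data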
#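 Assay system – GST-tagged and Flag-tagged HCV core protein residues 1-106 · Quantity – core106 proteins, GST 13.5 nM and Flag 17 nM · Benchmarks – unlabelled core106 and no-GST-core106 wells · Read-out basis – percent inhibition of core106 dimerization signal · Detection – time-resolved FRET, ex 340 nm, em 617 and 671 nm · Schedule – 4 h at 22.5 °C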
# * marks the source's active call; other numbers are inactive results; / = not tested or not shown; & = joins results of further samples.
SMILES,GRK2 inh,VLA-4 inh,GASC-1 inh,procasp3 activ,PP1 counter,PP5 inh,proCasp7 act,CTSL1 counter,core dimer inh
O=C(NCc1ccc2c(c1)OCO2)c1ccccc1,0.0,1.7,4.4,5.9,3.1,0.8,6.0,-1.6,0.5
Cc1cc(/C=N/NC(N)=O)c(C)n1C1CCCCC1,2.0,-4.2,-4.5,11.0,-1.0,2.9,-9.4,4.7,9.2
Cc1ccc(CC(=O)Nc2ccncc2)cc1,2.0,-8.7,8.9,-1.5,-4.8,0.7,6.6,-4.8,1.9
O=C(NC(=S)NC(CO)Cc1ccccc1)c1ccc(F)cc1 (centres undefined),7.0,11.5,1.8,-1.6,-0.2,-3.3,7.6,2.5,4.7
CCN(CC)CCNC(=O)c1ccc(NC(C)=O)cc1,0.0&2.0,35.0&-11.0,-1.4&-6.5,5.2&6.2,0.9&-8.3,-0.1&5.1,-10.0&-7.0,-5.5&-0.1,-7.0&-14.2
O=C(COc1ccc2c(c1)OCO2)Nc1nccs1,2.0,-3.1,-15.7,0.3,0.8,2.3,1.3,-0.5,-0.3
O=C(O)c1ccc2oc(SCC(=O)N3CCCCC3)nc2c1,0.0,2.4,2.2,6.6,0.6,2.2,-2.8,-7.4,-4.3
Cc1ccc2cc3cc(C(=O)NCCCN4CCCCCC4)oc3nc2c1,0.0,9.1,6.7,0.0,1.5,-2.3,8.8,4.1,-8.4
COc1cc(CN2CCCCCC2)cc([N+](=O)[O-])c1O,6.0,12.9,3.6,0.1,4.8,2.3,4.8,3.4,1.0
COc1ccc(C)cc1NC(=O)CO/N=C(\N)CC(=O)Nc1ccccc1OC,2.0,-15.8,0.7,-2.3,-1.6,-0.6,-7.4,/,/
C=CCNc1cc(C)oc(=O)c1C(=O)CCC,0.0,8.7,-15.2,4.1,-4.2,-1.4,6.1,5.4,-9.3
CC(=O)Nc1ccc(S(=O)(=O)N2C(C)CCCC2C)cc1 (centres undefined),1.0,2.3,6.5,7.8,0.7,-0.3,5.2,-5.5,0.2
CN(C)c1ccc(C(C#N)c2ccc(Cl)cc2)nn1 (centres undefined),2.0,4.4,-24.0,6.3,-4.0,1.9,5.4,-0.9,-2.4
CCC(C)NC(=O)N[C@@H](CCSC)C(=O)O (some centres undefined),0.0,5.0,2.8,2.8,-3.9,1.9,6.0,-3.4,9.5
CCC(CO)Oc1cc(NCc2ccccc2OC)c2ncn(C(C)C)c2c1 (centres undefined),0.0,-30.1,2.8,-7.6,/,/,-0.5,/,/
CCOC(=O)c1c(C)oc2c1C(=O)c1ccccc1C2=O,0.0,0.0,7.4,10.0,-1.1,2.2,-15.4,12.8,-0.2
C=CCNC(=O)NC(=O)COC(=O)CCCSc1nc2ccccc2[nH]1,0.0,-2.2,-5.8,-3.9,-2.0,5.1,4.7,-7.5,-4.7
CC(=O)c1ccc(N2CCN(CC(=O)N(CC(C)C)c3c(N)n(CC(C)C)c(=O)[nH]c3=O)CC2)cc1,1.0,-3.0,30.3,6.4,-1.9,-2.8,13.7,5.4,-0.8
O=c1nc2n(c3ccc([N+](=O)[O-])cc13)CCCCC2,5.0,5.6,2.7,11.3,-3.4,-0.4,1.2,-0.7,0.6
Cc1cc(C(F)(F)F)n(-c2nc(C(=O)NNS(=O)(=O)c3ccccc3)cs2)n1,1.0,5.7,3.0,2.7,0.7,2.0,6.4,2.2,1.8
NC(=O)C1CCN(c2ccc(S(=O)(=O)N3CCC(Cc4ccccc4)CC3)cn2)CC1,0.0,-1.3,-8.5,-3.1,-2.2,1.7,5.5,-1.4,2.6
CCOc1ccccc1N1CCN(C(=O)c2ccncc2)CC1,0.0,23.6,5.3,-3.4,2.3,-0.4,0.2,0.5,-0.8
C=CCn1cnc2scc(-c3ccc(C)c(C)c3)c2c1=O,6.0,10.6,-22.3,10.9,4.6,3.2,4.8,0.1,10.5
Cc1ccccc1CC1(CO)CCCN(C(=O)CCC(F)(F)F)C1 (centres undefined),2.0,2.3,0.9,5.4,-0.5,4.4,-0.9,1.2,1.0
Cc1ccc2nc(-c3ccc(NC(=S)NC(=O)C(C)C)cc3)sc2c1,0.0,21.8,27.3,1.3,2.8,-1.1,-0.1,-5.5,33.6
Cc1oc(-c2ccc(Cl)cc2)cc1C(=O)/C(C#N)=C/Nc1cccc(OC(F)(F)F)c1,2.0,-2.5,1.7,-1.7,-2.5,1.1,-0.9,-5.1,1.1
Cc1ccccc1-c1ccc(C=Nc2c(C)n(C)n(-c3ccccc3)c2=O)o1,2.0,22.4,21.5,6.1,3.6,2.6,-6.0,2.2,8.3
COc1cc(C(=O)N2CCC(C(=O)Nc3cccc(C(C)=O)c3)CC2)cc(OC)c1OC,4.0,93.6*,3.0,4.8,-4.2,2.5,4.0,-2.9,0.2
C=CCc1cccc(/C=N/NC(=O)c2ccc3nc[nH]c3c2)c1O,1.0,1.9,21.1,-103.3,2.0,4.0,-116.7,0.6,1.5
C=CCOC(=O)C1=C[C@@H](c2ccc(C(F)(F)F)cc2)C[C@@H](OCc2ccc(CO)cc2)O1,/,/,7.3,3.2,9.9,5.2,-2.0,4.0,14.4
CCC(c1nnnn1CCc1ccccc1)N1CCN(C(=O)c2ccco2)CC1 (centres undefined),3.0,-26.9,9.2,0.9,0.6,2.2,1.4,-1.3,-7.6
O=C(/C=C/c1cccs1)c1ccc([N+](=O)[O-])cc1,3.0,4.1,14.6,0.3,2.0,3.1,-0.7,-0.2,1.6
COC(=O)c1ccccc1-c1ccc(C=O)o1,5.0,-3.6,-11.1,-2.9,-1.3,2.9,3.0,0.9,-2.2
Cc1cc(C)c(C)c(S(=O)(=O)NCc2cccnc2)c1C,0.0,4.2,10.5,13.2,-6.4,3.1,4.8,2.2,0.7
CSc1nnnn1-c1c(C)cc(C)cc1C,0.0,1.2,-27.9,3.3,-1.5,-1.0,4.3,2.5,-1.6
Cc1ccc(N(CC(=O)NC(C)(C)C)C(=O)CS(=O)CC(=O)Nc2ccc3c(c2)OCO3)cc1 (centres undefined),0.0,7.6,3.3,-2.4,-4.3,-2.0,-4.3,-1.5,0.0

# Some of the entries so far, with tabs:
Structure	GRK2 inh	VLA-4 inh	GASC-1 inh	procasp3 activ	PP1 counter	PP5 inh	proCasp7 act	CTSL1 counter	core dimer inh
Cc1oc(-c2ccc(Cl)cc2)cc1C(=O)/C(C#N)=C/Nc1cccc(OC(F)(F)F)c1	2.0	-2.5	1.7	-1.7	-2.5	1.1	-0.9	-5.1	1.1
Cc1ccccc1-c1ccc(C=Nc2c(C)n(C)n(-c3ccccc3)c2=O)o1	2.0	22.4	21.5	6.1	3.6	2.6	-6.0	2.2	8.3

# (further entries)
SMILES,GRK2 inh,VLA-4 inh,GASC-1 inh,procasp3 activ,PP1 counter,PP5 inh,proCasp7 act,CTSL1 counter,core dimer inh
COc1ccc(-n2cc(C#N)c(=O)n(Cc3ccc(F)cc3)c2=O)cc1,0.0,6.8,-9.3,-4.1,0.8,4.2,0.9,-0.9,-0.9
CCNCc1ccccc1OCc1ccccc1,1.0,-5.3,-2.1,-0.8,-2.6,0.7,-7.2,2.1,-2.1
CCN(C(=O)COC(=O)/C=C/c1cnc2ccccc2n1)c1ccccc1,0.0,5.8,-3.3,-2.0,-3.2,-0.1,2.0,-1.0,9.4
COc1cc(/C=C2\C(=N)N3N=C(S(C)(=O)=O)SC3=NC2=O)cc(OC)c1OCCOc1ccccc1C,24.0,2.6,13.9,-2.9,29.8*,8.0,8.6,3.4,23.3
O=C(NC(=S)Nc1sc2c(c1C(=O)O)CCCC2)c1ccccc1,4.0,42.4,2.3,-3.5,1.8,-1.0,-17.2,1.0,2.6
CCN(CC(=O)Nc1c(F)cccc1F)C(=O)C1CCN(S(=O)(=O)c2ccc(C)c(C)c2)CC1,2.0,2.3,-2.1,1.4,-3.7,-0.1,8.9,-1.6,4.2
CC(=O)c1sc2nc(CSc3nnnn3-c3ccccc3)[nH]c(=O)c2c1C,23.0,-5.5,-0.2,0.4,8.1,2.9,8.4,5.1,73.7*
CN1CCN(S(=O)(=O)c2ccc(N(C)Cc3cccc(F)c3)nc2)CC1,2.0,8.8,-0.4,1.1,-0.3,2.3,12.3,/,/
COc1ccc(NC(=O)CSc2nncc3ccccc23)cc1,0.0,-3.4,-18.4,1.2,-1.5,1.4,-0.7,4.3,-2.3
CC1(c2ccccc2)NC(=O)N(N)C1=O (centres undefined),0.0,0.8,-18.9,-2.8,-3.0,-0.1,-4.9,0.9,-4.7
CN1CCC(N(C)C(=O)COc2ccccc2-c2ccccc2)CC1,0.0,-3.7,-4.2,-8.1,2.0,-1.3,13.9,-0.6,-11.1
CCc1ccc[n+](-c2nc([O-])sc2C=O)c1,0.0,13.6,22.8,-1.0,-5.6,1.4,3.0,-0.6,1.4
N#Cc1ccccc1COC(=O)c1ccc2c(c1)OCO2,0.0,-1.8,5.6,0.0,-6.9,2.2,-10.1,/,/
N#CCSc1ncnc2sc3c(c12)CCC3,2.0,0.2,-4.6,-3.2,11.1,2.3,-7.9,-1.4,12.5
CN(CC(=O)Nc1ccc(F)cc1)C(=O)COC(=O)c1cccc(N(C)C)c1,0.0,-6.8,10.9,0.8,-3.8,1.1,-12.2,/,/
Cn1nccc1C(=O)Nc1nnc(C2CC2)s1,0.0,-7.8,/,1.7,-2.7,1.3,8.2,-0.5,-3.4
CC(=O)c1ccc(N2CCN(c3ccc(S(=O)(=O)N4CCN(C)CC4)cn3)CC2)cc1,0.0,-3.4,1.0,-3.6,0.3,-0.7,-8.2,2.0,1.3
Cc1cc(C)cc(CSCC(=O)N/N=C/c2ccc(OCC(=O)NCc3ccco3)cc2)c1,2.0,/,-21.2,3.3,1.4,2.3,9.1,2.5,3.2
COc1cc(-c2nc3n(n2)C(c2ccncc2)C2=C(CCCC2=O)N3)cc(OC)c1OC (centres undefined),0.0,-17.7,-3.8,0.4,-3.8,-1.4,-1.0,2.9,12.4
CCCC(NC(=O)c1ccc(Br)o1)c1nc2ccccc2[nH]1 (centres undefined),0.0,-1.9,3.5,10.7,/,/,11.9,/,/

# Screening results: PubChem, several laboratories
